# S3 lipid droplet – qHTS Assay for Lipid Storage Modulators in Drosophila S3 Cells; Drosophila S3 cells, BODIPY lipid droplet fluorescence, 18-24 h; cells fed with added oleic acid; Potency in µM for hits, for the others lipid storage change, negative = inhibition, % at the top dose, mostly 46.1 µM; 0.64% of 320,000 active; AID 2685, 2010; active = well fitted inhibition curve with a large enough effect in the signal ratio, with a control signal flat, not every such curve was filed as active; inconclusive = small, poorly fitted or top-dose-only effect, or effect the other way, or a change in a side signal; the % refers to the signal ratio
#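 Drosophila S3 cells got compounds at several concentrations plus oleic acid (400 uM solution). Laser-scanning cytometry with 488 nm excitation read lipid droplets at 500-530 nm and cells at 575-640 nm. Percent activity was relative to 20 uM Triacsin C.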
# S3 lipid droplet cell count max – also measured in S3 lipid droplet; calls as there; cell number change, %; measured here: cell count max response;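 cells counted by Cell Tracker Red CMTPX staining in the red channel; peak over a dose series mostly up to 46.1 µM; percent activity relative to internal control wells on each plate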
# Starred values were filed as active, the others as inactive; i = inactive; ? = inconclusive; / = not tested or not shown; [ ] = dose if it differs, or a comment. % is set by controls: 0 for no effect and ±100 for the full control effect; potency is the fitted concentration of half-maximal effect.
# Under each structure: S3 lipid droplet	S3 lipid droplet cell count max
CCCNC(=O)N1CCC(C(=O)c2ccc(Cl)cc2)CC1
    -12.0%	-0.6
CC1Cc2ccccc2N1Cc1ccc([N+](=O)[O-])cc1 (configuration not stated)
    ?	/
CC1(C)SC2[C@H](NC(=O)C(NC(=O)N3CCNC3=O)c3ccccc3)C(=O)N2C1C(=O)O (some centres not stated)
    -3.0%	9.3
Cc1sc2nc(SCC(=O)N(C)C)[nH]c(=O)c2c1C
    3.3%	-0.2
CCOC(=O)/C(=N/Nc1ccccc1)Sc1nnnn1-c1ccc(C)cc1
    ?	/
CCOC(=O)C(C)c1c(C)[nH]c(=S)[nH]c1=O (configuration not stated)
    ?	/
COc1ccc(NC(=O)NCCc2c[nH]c3ccccc23)c(OC)c1
    ?	/
O=[N+]([O-])c1ccc(NCc2ccccn2)nc1
    ?	/
OCC1CCCN(c2nc(CN3CCCCC3)nc3scc(-c4ccccc4)c23)C1 (configuration not stated)
    14.0%	-1.4
Cc1ccc(S(=O)(=O)Nc2cccc3c2CCCC3)cc1
    -12.7%	-17.1
COc1ccccc1Nc1nc(N(C)c2ccccc2)nc(N)c1[N+](=O)[O-]
    49.4%	/
COC(=O)CSc1nnc(-c2ccccn2)n1Cc1ccco1
    3.5%	0.3
O=C(CN(c1ccc2c(c1)OCCO2)S(=O)(=O)c1ccccc1)NCc1ccco1
    -2.9%	-3.2
O=C(COC(=O)/C=C/c1ccccc1)Nc1cc(C(F)(F)F)ccc1N1CCOCC1
    10.1%	9.9
Cc1ccc(-n2nc3c(c2NC(=O)c2ccc(Br)o2)CSC3)c(C)c1
    i	/
O=[N+]([O-])c1ccccc1S(=O)(=O)c1ccccc1[N+](=O)[O-]
    ?	/
Cc1nc2ccc([N+](=O)[O-])cc2c(=O)n1Cc1ccc(Br)cc1
    ?	/
COc1cc(Cl)c(C)cc1NC(=O)CNC(=O)Cn1cnc2ccccc2c1=O
    i	/
CCOC(=O)c1ccc(NC(=O)c2nc[nH]c2C(=O)NCCCCNC(=O)c2[nH]cnc2C(=O)Nc2ccc(C(=O)OCC)cc2)cc1
    ?	/
O=C(Nc1ccc(-c2nc3ccccc3s2)cc1)C1=COCCO1
    ?	/
O=C1c2ccccc2CN1C(CO)c1ccccc1 (configuration not stated)
    -1.4%	8.5
Cc1ccc(N(Cc2ccccc2)C(=O)c2cccc(S(=O)(=O)N3CCOCC3)c2)cc1
    ?	/
CC12CCC(=O)N1C(C(=O)Nc1ccc(F)c(F)c1F)CS2 (configuration not stated)
    ?	/
CC(=O)CSc1nnc(Cc2ccc3c(c2)OCO3)o1
    0.3%	-18.2
N/C(=N\OC(=O)C(c1ccccc1)c1ccccc1)c1ccncc1
    ?	/
O=C(COc1ccc(Br)cc1)N1CCc2ccccc2C1
    ?	/
CCOC(=O)c1sc2nc(C)nc(NCc3ccccc3OC)c2c1C
    ?	/
COc1ccc(C(=O)c2sc(Nc3ccccc3)nc2N)cc1OC
    ?	/
Cc1cc(C)c2cc(CN(Cc3ccc4c(c3)OCO4)Cc3nnnn3Cc3ccco3)c(=O)[nH]c2c1
    i	/
O=C(COC(=O)[C@@H]1CC(O)CN1S(=O)(=O)c1ccccc1[N+](=O)[O-])c1ccccc1 (some centres not stated)
    ?	/
CC1Cc2cc(/C(O)=C3\C(=O)C(=O)N(CCN4CCOCC4)C3c3ccccc3F)ccc2O1 (configuration not stated)
    -8.5%	0.7
CNC(=O)c1c(NC(=O)C2=COCCO2)sc2c1CCN(C(=O)OC)C2
    6.5%	14.0
CCN(CC)C(=O)CSc1nnc(COc2ccccc2)n1N
    20.8%	6.6
CCN1CCN(Cc2ccc(C(=O)Nc3ccc(C)c(NCc4cnc(NC(=O)OC)cn4)c3)cc2C(F)(F)F)CC1
    3.3%	9.1
CCn1c(=O)cc(SCC(=O)Nc2ccc3c(c2)OCCO3)c2ccccc21
    i	3.9
COc1ccc(NC(=O)C2CC(=O)n3c(nc4ccccc43)N2)cc1 (configuration not stated)
    -23.4%	-12.7
O=c1[nH]c(NNC(=S)NCc2ccccc2)nc2c1C1(CCCCC1)Cc1ccccc1-2
    ?	/
CC(=O)N1c2ccc(S(=O)(=O)N3CCC(C(=O)NCc4ccc(N(C)C)cc4)CC3)cc2CC1C (configuration not stated)
    ?	/
c1ccc(-c2noc(CC3CCCCC3)n2)cc1
    ?	/
O=C(COC(=O)C1(c2ccc(F)cc2)CCCC1)NC1CC1
    ?	/
COC(=O)[C@@H]1C[C@H]2CC[C@H](O)C[C@H]2N1Cc1ccc(C(C)(C)C)cc1
    -6.7%	-10.5
C/C(=N\Nc1ccc(C(=O)O)cc1)c1ccc(Cl)s1
    i	-10.6
CCOC(=O)/C(=C\c1ccc(OC(F)F)cc1)C1=Nn2c(nnc2-c2ccc(Cl)cc2)SC1
    ?	/
Cc1ccc(/C=C2\SC(N)=NC2=O)s1
    ?	/
Cc1nn(-c2ccccc2)c2sc(C(=O)OCn3nnc4ccccc4c3=O)cc12
    26.3%	/
CC(=O)Nc1ccc(N(C(=O)c2cnccn2)C(C(=O)NC2CCCCC2)c2ccc(F)cc2)cc1 (configuration not stated)
    i	-4.7
CCn1c(SCc2nc(-c3cccs3)no2)nnc1-c1c[nH]c2ccccc12
    ?	/
Nc1ccc(-c2nc3ccccc3[nH]2)cc1
    ?	/
CCOC(=O)CN(C)Cc1cn[nH]c1-c1ccc2cc(OC)ccc2c1
    ?	/
CN1CCN(C(=O)c2ccc3c(=O)n(Cc4ccco4)c(=S)[nH]c3c2)CC1
    -7.0%	12.9

# Additional entries:
# Under each structure: S3 lipid droplet	S3 lipid droplet cell count max
Cc1ccc(NC(=O)CN(C)CC(=O)Nc2ccc(N3CCOCC3)cc2)c([N+](=O)[O-])c1
    ?	/
C/C(=C\c1ccccc1)CN1CCN(c2ccccc2F)CC1
    9.6%	-18.9
Brc1ccc(CSc2ccc3nnc(-c4ccccn4)n3n2)cc1
    ?	/
CN1CCN(NC(=O)CN2C(=O)/C(=C/c3ccccc3F)SC2=S)CC1
    -3.9%	-1.4
Cc1noc(C)c1S(=O)(=O)N1CCC2(CC1)OCCO2
    ?	/
COC(=O)c1ccc(N2CCN(S(=O)(=O)c3c(C)cc(C)cc3C)CC2)c([N+](=O)[O-])c1
    ?	/
O=C(CN1CCN(c2ccccn2)CC1)Nc1ccc(Br)cc1
    ?	/
CCc1cccc(C)c1NC(=O)CO/N=C(\C)c1cc2ccccc2o1
    ?	/
CN(CC(=O)Nc1ccc(N2CCOCC2)cc1)C(=O)CCc1ccccc1Cl
    11.8%[0.0737 µM]	/
CCOc1cc(-c2sc(Nc3ccccc3)n[n+]2-c2ccc(F)cc2)ccc1OC
    -7.7%	8.7
Cc1ccc(OCC(=O)c2cc(C)n(Cc3ccco3)c2C)c([N+](=O)[O-])n1
    11.4%	-3.3
Cc1nc2nc(CCc3ccccc3)nn2c(C)c1Cl
    16.5%	-2.1
CCC1CCc2c(sc(NC(=O)CSc3nc(-c4ccco4)cc(C(F)(F)F)n3)c2C#N)C1 (configuration not stated)
    i	/
COc1ccc(CC(=O)NCCCc2ccccc2)cc1OC
    10.2%	-2.1
CCC(=O)N=C1SC2CS(=O)(=O)CC2N1c1cccc(OC)c1 (configuration not stated)
    ?	/
CCOc1ccc(N(CC(N)=O)S(=O)(=O)c2ccc(F)cc2)cc1
    ?	/
OCc1cnc(SCc2ccccc2)n1Cc1ccccc1
    4.2%	15.5
COc1ccc2cc(CN(Cc3cccnc3)Cc3nnnn3Cc3ccccc3)c(=O)[nH]c2c1
    ?	/
CC(=O)Nc1cccc(Oc2ccc3c(c2)C(=O)N(CCC(=O)O)C3=O)c1
    i	-0.1
O=c1c2c([N+](=O)[O-])cc([N+](=O)[O-])cc2nc2ccccn12
    ?	/
CC/C(=N\NC(=O)C1CC1)c1cccc(Cl)c1
    ?	/
O=C(NNC(=O)C1CC2CCC1C2)c1sc2ccccc2c1Cl (configuration not stated)
    -11.1%	22.1
O=C(CN1CCCC1)N1c2ccccc2Sc2ccc(C(F)(F)F)cc21
    -6.5%	-24.0
O=C(Cn1nnc2ccccc21)Nc1ccccc1[N+](=O)[O-]
    8.8%	28.7
Cn1c(CNc2ccc(Cl)cc2)nnc1SCCN1CCCCC1
    9.9%	16.8
Cc1ccccc1-n1nc(CSc2nc3ccccc3[nH]2)c(-c2ccccc2)c1N
    ?	/
Cc1ccc(N(C(C)C(=O)Nc2ccccc2C(=O)N2CCOCC2)S(C)(=O)=O)cc1C (configuration not stated)
    1.0%	-0.3
COc1ccc(C2Nc3ccccc3C(=O)N2NS(=O)(=O)c2ccc(C)cc2)c(OC)c1 (configuration not stated)
    ?	/
Cc1cccc(C)c1OCC(=O)NNC(=O)CCNC(=O)c1ccco1
    ?	/
NC(=O)c1cc[n+](Cc2ccccc2Cl)cc1
    16.0%	-11.3
CC1(c2ccc(Cl)cc2)NC(=O)N(CC(=O)NC(=O)NCc2ccco2)C1=O (configuration not stated)
    ?	/
CCOC(=O)N1CCC(NC(=O)CSc2cc(=O)n(C)c3ccccc23)CC1
    -9.5%	-8.2
CCC(=O)Nc1nc(C)c(C(=O)NC2CCCCC2)s1
    2.5%	/
CN(C)c1ccc(/C=N/NC(=O)COc2ccccc2)cc1
    ?	/
Cc1cc(C)n(CC(C)NCc2c(C(=O)N3CCOCC3)nc3c(C)cccn23)n1 (configuration not stated)
    -0.1%	-7.0
COc1ccccc1OCC(=O)NNC(=O)CCCC(=O)NNC(=O)COc1ccccc1OC
    -20.1%	20.2
COc1ccc(CNC(=O)CN2C(=O)COc3ccc(S(=O)(=O)N4CCCCC4)cc32)cc1
    ?	/
COc1ccc(CCNC(=O)c2nnn(CC(=O)Nc3ccccc3C)c2N)cc1OC
    -4.7%	/
CN(C)S(=O)(=O)c1cc(NC(=O)C2=COCCO2)ccc1Cl
    15.9%	5.6
COc1ccc(Cl)cc1NC(=O)c1cc(-c2ccc(C)cc2O)n[nH]1
    4.5%	/
COC(=O)c1sc(-c2cccs2)cc1N
    ?	/
C/C(=N\NC(=O)c1ccccc1O)c1cccc(NC(=O)c2ccccc2)c1
    ?	/
Cc1cc(C(=O)N[C@H](c2ccccc2)[C@@]2(C)C[C@@H]2[C@@H](C)C(=O)Nc2ccc3ccccc3c2)n(C)n1
    ?	/
O=C(CSc1ccc(Cl)cc1)Nc1ccccc1N1CCN(C(=O)c2ccc(Cl)cc2)CC1
    -0.7%	-14.6
CCOC(=O)c1c(-c2ccccc2)oc2ccc(OCC)cc12
    ?	/
CCC(C)C(=O)Nc1ccc([N+](=O)[O-])cc1OC (configuration not stated)
    ?	/
Cn1c(SCc2ccccc2)nc(C(F)(F)F)cc1=O
    ?	/
COc1ccc(C(=O)C[n+]2ccc3c(c2)nc(-c2ccc(OC)cc2OC)n3C)cc1
    -5.2%	-10.0
COc1ccc(N(CC(=O)Nc2cc(C)on2)S(=O)(=O)c2cc(C)ccc2C)cc1
    13.9%	-1.3
COc1ccc(/C=C/C(=O)Oc2cc(O)cc(O)c2)cc1
    -5.9%	-8.0

# Next section
# Under each structure: S3 lipid droplet	S3 lipid droplet cell count max
Fc1ccc(-c2nnc3n2CCCCC3)cc1
    ?	/
COc1ccc(CC2(CO)CCN(Cc3ccc(OC(F)(F)F)cc3)CC2)cc1
    -6.8%	-10.3
COc1ccc(-c2c(NC(=O)c3ccco3)n(C)c3ccccc3c2=O)cc1
    ?	/
O=S(=O)(c1ccc2oc3ccc(S(=O)(=O)N4CCCCC4)cc3c2c1)N1CCCCC1
    ?	/
C=CC[C@@H]1C=C[C@H](O/N=C/[C@@H](NS(=O)(=O)c2ccc(C)cc2)[C@H](C)/C=C/CC(=O)OC)[C@@H](CO)O1
    ?	/
Cc1ccccc1OCC(=O)Nc1cnn(CCCC(=O)O)c1
    ?	/
CCOC(=O)c1cccc(OCC(O)CNCCOc2ccccc2F)c1 (configuration not stated)
    ?	/
CC(=O)Nc1ccc(NC(=O)C(C)OC(=O)CNC(=O)c2sc3ccccc3c2Cl)cc1 (configuration not stated)
    ?	/
Cc1ccc(C(=O)CNc2ccccc2)cc1
    i	-15.3
CC(=O)Nc1ccc(OCC(=O)c2cc(C)ccc2C)cc1
    ?	/
Cc1ccc2c(=O)c(C(=O)c3ccc(F)cc3)cn(CC(=O)NCc3ccco3)c2n1
    i	/
N#Cc1ccccc1NC(=O)CSC1=Nc2ccccc2C2CC=NN12 (configuration not stated)
    ?	/
COc1ccc(-c2nn(-c3ccccc3)cc2CN2CCCO2)c(F)c1
    -9.3%	-10.6
COc1ccc(-c2noc(CCN3C(=O)c4ccccc4C3=O)n2)cc1OC
    ?	/
Cc1ccc(S(=O)(=O)N2CCC(C(=O)N[C@@H](C)C(=O)NCC3CCCO3)CC2)cc1 (some centres not stated)
    i	/

# By substructure, the compounds so far containing bromine
# Under each structure: S3 lipid droplet	S3 lipid droplet cell count max
Cc1ccc(-n2nc3c(c2NC(=O)c2ccc(Br)o2)CSC3)c(C)c1
    i	/
Cc1nc2ccc([N+](=O)[O-])cc2c(=O)n1Cc1ccc(Br)cc1
    ?	/
O=C(COc1ccc(Br)cc1)N1CCc2ccccc2C1
    ?	/
Brc1ccc(CSc2ccc3nnc(-c4ccccn4)n3n2)cc1
    ?	/
O=C(CN1CCN(c2ccccn2)CC1)Nc1ccc(Br)cc1
    ?	/

# Screening results as filed in PubChem BioAssay.

# This is a subset; the hit share may differ from the screen's.
